PAX8 reporter – inhibitors of PAX8 transcriptional activity in RMG-I cells; RMG-I TPO-luciferase reporter, SteadyGlo, 24 h; inhibition, % at 12.6 µM; 360,000 tested, 1.2% active; AID 652154;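 active = mean replicate inhibition at least 60% with every replicate also reaching 60%; inconclusive = only one of the two criteria is met; inactive = mean below 60% and not all replicates reaching 60%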;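 also: luciferase light reporting Pax8 driven TPO promoter activity; plate controls were median of neutral control wells for no effect and mitoxantrone controls for full effect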
Xi reactivation – X-chromosome reactivation activator; XiGFP mouse fibroblasts, % GFP-positive cells imaging, 3 d; cells co-treated with 5-aza-dC sensitizer; scaled so ellipticine positive control = 100%; activation, % at 7.58 µM; 360,000 tested, 0.055% active;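 active = mean normalized replicate activation at least 10% and every replicate at or above 10%; inconclusive = only one of the two criteria met; inactive = mean below 10% and not all replicates reach 10%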;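 also: 0% = median of on-plate neutral control wells and 100% = ellipticine 6 µM median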
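Material: XiGFP fibroblasts, SV40-immortalized. Buffer or medium: DMEM plus 5-aza-dC sensitizer. Compound: single concentration per compound, delivered by pin transfer. Times: 3 days compound exposure. Controls: ellipticine 6 µM.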
ARNT TACC3 PPI – disrupts binding between human ARNT and TACC3; Q9Y6A5; AlphaScreen His-ARNT PAS-B/GST-TACC3 binding, luminescence; TACC3 fragment carries E629A point mutation; inhibition, % at 9.99 µM; 390,000 tested, 0.66% active;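 active = mean inhibition of replicates at least 50% and at least half of replicates each reaching 50%; inconclusive = half or more replicates reach 50% but mean below 50%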;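 also: 0% = complete ARNT plus TACC3 wells and 100% = ARNT alone without TACC3; many hits fall short of the cut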
ERp5 block – inhibitors of human ERp5. Q15084. ERp5 insulin aggregation, absorbance 650 nm, 90 min. inhibition, % at 9.99 µM. 350,000 tested, 0.05% active. AID 651711;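 active = mean replicate inhibition above about 25%, with every replicate also reaching it, limit read from the data, passing the limit was not always enough; inconclusive = only one of those two criteria met; inactive = neither criterion met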
Target sequence (Q15084 whole entry, looked up): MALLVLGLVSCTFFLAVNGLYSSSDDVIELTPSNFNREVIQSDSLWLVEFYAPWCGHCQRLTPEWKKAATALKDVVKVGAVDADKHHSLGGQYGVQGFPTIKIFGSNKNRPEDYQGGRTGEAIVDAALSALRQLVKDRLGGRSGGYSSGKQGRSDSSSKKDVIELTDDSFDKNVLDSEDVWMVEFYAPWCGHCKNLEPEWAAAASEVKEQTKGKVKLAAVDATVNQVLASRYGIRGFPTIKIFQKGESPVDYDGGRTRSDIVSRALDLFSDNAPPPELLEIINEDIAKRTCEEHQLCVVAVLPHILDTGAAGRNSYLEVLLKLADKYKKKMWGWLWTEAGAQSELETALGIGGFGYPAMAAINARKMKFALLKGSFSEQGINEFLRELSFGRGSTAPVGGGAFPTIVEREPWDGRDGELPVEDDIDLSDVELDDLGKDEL
EWS-Fli inh – EWS/Fli transcriptional activity inhibition. A673 NR0B1-luciferase reporter, viability-normalised. inhibition, % at 12.6 µM. AID 651661. 350,000 tested, 0.67% active;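 active = mean inhibition of at least 50% after viability correction, with every replicate also passing that limit; inconclusive = mean reaches 50% but only one of two replicates passes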;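 also: firefly luciferase signal divided by Alamar Blue viability fluorescence both relative to DMSO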
DENV2 CPE – DENV2-induced cell death inhibition; DENV2-infected cells, cytopathic effect rescue, plate reader; CPE inhibition, % at 9.99 µM; 350,000 tested, 1.7% active; AID 651640; in the data active = CPE inhibition above about 20%, passing the limit was not always enough; inconclusive = no clear call, values can overlap the other calls; tested in BHK-21 cells;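 also: 0% = median of neutral control wells and 100% = median of positive control wells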
GSIS activator – primary screen for activators of insulin secretion dependent on glucose, INS-1E cells, GLuc reporter luminescence. 370,000 tested, 0.61% active. INS-1E GLuc reporter insulin secretion, 2-3 h. activation, % at 16.6 µM. AID 743287;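 active = lowest replicate activation of at least 40%, so every replicate reaches that level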;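 also: 0% = median of neutral control wells and 100% = median of IBMX positive control wells; some compounds called inactive have numbers as strong as hits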
F508del corr – CFTR F508del correction in bronchial cells; CFBE cells, YFP halide quenching; stimulated with forskolin plus potentiator P3; % fluorescence drop versus neutral controls; 350,000 tested, 0.36% active; activity (quench increase), % at 7.58 µM;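 active = mean added fluorescence quench of at least 8% versus neutral control, with both replicates also reaching 8%; inconclusive = only one of the mean or replicate conditions met; inactive = mean below 8% and not both replicates reaching 8%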;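 also: cells transiently co-express mutant CFTR-F508del with the halide-sensitive YFP; corrector assay measuring rescue of mutant channel to the surface after 24 h compound exposure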
Numbers without * were called inactive; u = inconclusive; x = not tested or not shown; & = joins results of further samples; ! = not active in a repeat. Rows were taken by chance, and some 4.2% of all compounds hit somewhere here.

mol	PAX8 reporter	Xi reactivation	ARNT TACC3 PPI	ERp5 block	EWS-Fli inh	DENV2 CPE	GSIS activator	F508del corr
CCCCCNC(=O)c1cccc(S(=O)(=O)N2CC3(C)CC2CC(C)(C)C3)c1 (stereo not drawn)	38	0.2	-3	-3	17	-1	-24	-4.5
CN(C)c1cccc(CNC(=O)c2ccc3nc([C@@H]4O[C@H](CO)[C@H](O)[C@H](O)[C@H]4O)[nH]c3c2)c1	-6	0.0	x	-1	-4	19	8	-3.9
C/C=C/c1ccc([C@@H]2[C@@H](C#N)N(c3nc(-c4ccccc4)cs3)[C@@H]2CO)cc1	-1	0.2	27	0	-13	-3	-11	-2.3
COc1ccccc1NC(=O)N(C)C[C@H]1OCc2ccccc2-c2c(n(C)c3ccccc23)C(=O)N([C@H](C)CO)C[C@@H]1C	x	-0.2	-5	1	-3	-11	-13	-1.0
COC(=O)C1=C(C)N(CCCC(=O)O)C(=O)NC1c1ccc(C#N)cc1 (stereo not drawn)	11	0.8	-10	-2	-8	-1	2	0.7
O=C(Nc1ccc(Cl)cn1)c1cccc(S(=O)(=O)N2CCCCCC2)c1	-7	0.1	x	-2	1	-8	-11	6.3
O=C(Nc1ccncc1)c1ccc(Cl)cc1	-12	0.0	-2	0	2	5	-3	-0.1
O=c1[nH]cc(F)c(=O)[nH]1	4	-0.2	-12&-5	2	7	u	x	1.2
CCOC(=O)/C=C/C(=O)OCC(=O)Nc1c(Cl)cccc1Cl	-12	0.0	-1	4	3	-2	x	1.9
O=C(NNC(=S)Nc1ccc(Cl)cc1Cl)c1ccc(N2CCOCC2)c([N+](=O)[O-])c1	-1	0.2	16	1	3	u	-38	-0.2
CCC1(c2ccc(Cl)cc2)NC(=O)N(Cc2ccc(C(=O)OC)cc2)C1=O (stereo not drawn)	-4	0.1	-1	-1	3	-3	-41	2.8
COC(=O)N1C(=O)[C@@](c2ccccc2)(C2CCCCC2)N1C(=O)OC	7	0.0	x	-2	0	u	1	1.9
COc1ccc(NC(=O)CC2Sc3ncnn3C2=O)cc1 (stereo not drawn)	2	0.2	0	0	3	-2	1	-1.6
Cc1nn(C(=O)CCC(=O)NCc2ccccc2Cl)c2ccccc12	-11	0.0	-10	1	x	4	50	-1.2
Cc1cc(CNC(=O)c2ccc3oc(C(C)C)nc3c2)nn1C	0	0.0	-3	0	x	-1	4	-0.7
CO[C@@H]1CN(C)C(=O)c2ccc(NC(=O)C3CCCCC3)cc2OC[C@@H](C)N(C(=O)c2ccccc2)C[C@H]1C	1	0.3	-2	2	3	-3	-14	-0.1
Cc1noc(C)c1NC(=O)Nc1ccc2c(c1)C(=O)N([C@@H](C)CO)C[C@H](C)[C@@H](CN(C)S(=O)(=O)c1ccccc1)OCCCC[C@H](C)O2	5	0.4	0	0	-4	-9	-7	1.1
Cc1ccc(C)c(NC(=S)Nc2ncccc2C)c1	-76	0.2	11	-4	-49	2	2	0.4
Cn1c(SCC(=O)O)nnc1-c1ccc(NC(=O)c2ccc(Cl)c(Cl)c2)cc1	7	0.6	6	7	8	-12	-13	0.4
CCn1c(Cc2ccccc2)n[nH]c1=S	2	0.1	-3	-1	4	u	x	0.3
CN(C)C(=O)C[C@@H]1CC[C@H]2[C@@H](COC[C@@H](O)CN2CC2CCOCC2)O1	0	0.0	-8	0	-3	-1	15	-0.3
OCC1(CCOc2ccccc2)CCN(Cc2ccccc2OC(F)F)CC1	7	-0.1	-13	5	-6	13	2	-0.8
O=C(C[C@@H]1CC[C@@H](NC(=O)c2ccncc2)[C@H](CO)O1)NCc1ccncn1	x	-0.1	x	-2	16	-5	8	5.6
C=CCOC(=O)c1cn(CC)c2nc(C)ccc2c1=O	16	-0.1	1	-1	6	x	9	0.6
O=C(Nc1nc(-c2ccccc2)cs1)c1ccc(=O)[nH]c1	1	0.1	-10	0	-30	5	-16	4.3
CCC1(CC)NC(=O)N(CC(=O)OC(C)C(=O)Nc2ccccc2OC)C1=O (stereo not drawn)	-10	-0.2	-5	1	-1	-7	2	-3.5
CC(C)(C)c1ccc(NC(=O)C(=O)C2C(=O)Nc3ccccc32)cc1 (stereo not drawn)	58	0.0	1	u	-1	-1	-5	-0.9
NS(=O)(=O)c1ccc(CCNC(=O)c2cc(-c3ccccn3)nc3ccc(Br)cc23)cc1	7	0.0	0	3	23	3	-8	x
Cc1noc(C)c1NC(=O)Nc1ccc2c(c1)C(=O)N([C@@H](C)CO)C[C@H](C)[C@@H](CN(C)C(=O)Cc1ccccc1)OCCCC[C@@H](C)O2	-8	0.1	-2	10	4	1	-17	1.4
CC(C)(Cc1ccc(O)cc1)NC(=O)CC(=O)N/N=C/c1ccc(Cl)cc1	38	-0.1	-9	-5	7	4	-4	1.5
Cc1ccc(C)c(N(Cc2cc3ccc(C)cc3[nH]c2=O)C(=O)c2ccco2)c1	4	0.0	1	-6	-1	7	-2	-1.7
CC(=O)c1cnc2nc(SCc3ccccc3C)nn2c1C	26	0.1	-12	6	-66	13	9	-0.4
C[C@H]1CN([C@@H](C)CO)C(=O)c2cccc(NC(=O)c3ccncc3)c2O[C@@H]1CN(C)Cc1ccncc1	10	-0.7	-1	12	2	-2	5	-2.0
COC(=O)c1cc(C#N)c(=O)[nH]c1C	7	0.4	-2	-1	8	-2	7	-0.4
COc1ccc(CCN=C2SCC(=O)N2Cc2ccccc2)cc1OC	15	0.0	-5	-1	5	-1	-7	-1.0
COc1ccc(N(CC(=O)Nc2cc(C)ccc2C)S(=O)(=O)c2c(C)noc2C)cc1	10	0.0	-3	1	1	-2	-11	-2.8
Cc1cnc(C(=O)NNC(=O)c2ccc(Br)cc2)cn1	1	0.2	12	-4	10	-12	12	-5.2
C[C@@]12CCC=C[C@H]1[C@H](c1ccc(C(F)(F)F)cc1)N(Cc1ccccc1)C2=O	8	0.0	2	-6	13	-16	15	-0.7
O=C(NCc1ccco1)c1cccnc1Cl	-32	0.2	-3	2	-5	-19	10	-4.0
CC(=O)N(C)C[C@H]1Oc2cc(-c3ccccc3)ccc2S(=O)(=O)N([C@H](C)CO)C[C@@H]1C	3	-0.1	-7	1	4	8	1	x
OC[C@@H]1CN(Cc2ccc3c(c2)OCO3)C[C@H](n2cnc3c(NCc4ccc(F)cc4)ncnc32)O1	2	0.0	x	0	8	-9	-5	2.5
Cc1cc(C)cc(NC(=O)c2ccc(CNc3c(N4CCOCC4)c(=O)c3=O)cc2)c1	-13	0.0	-3	-2	-8	2	31	2.2
Cc1cc(/C=N/Nc2ccc([N+](=O)[O-])cn2)c(C)n1-c1cccc(C(=O)O)c1	-11	-0.1	23	-7	-10	-5	-5	1.7
Nn1c(SCc2cccc(F)c2)nnc1-c1cccnc1	-16	2.5	2	-4	-6	0	-36	-0.2
O=C(CNC1CCCCC1)NN=C(c1ccccc1)c1ccccc1	-16	0.0	3	-1	8	5	-1	12*
Cc1ccc(NC(=O)CN2C(=O)NC(C)(C3CC3)C2=O)cc1S(=O)(=O)N1CCCCC1 (stereo not drawn)	11	-0.1	3	2	2	9	-10	0.1
CN1CCN(S(=O)(=O)c2ccc(N3CCN(C(=O)c4ccccc4)CC3)nc2)CC1	10	0.0	-1	-15	0	-2	1	2.4
N#C[C@H]1[C@H](c2ccc(C3=CCCC3)cc2)[C@H](CO)N1C(=O)C1CCC1	0	0.1	3	1	-3	9	2	0.1
NCCC1CCCC(CCN)N1 (stereo not drawn)	9	0.2	-1	0	-1	0	-7	-2.3
C[C@@H]1CN([C@H](C)CO)C(=O)c2cc(NS(=O)(=O)c3ccc(Cl)cc3)ccc2O[C@@H](C)CCCCO[C@H]1CN(C)Cc1ccc2c(c1)OCO2	90*!	0.0	9&20	0&0	14&0	-2&-5	-1	-0.9&1.7

The results go on:
mol	PAX8 reporter	Xi reactivation	ARNT TACC3 PPI	ERp5 block	EWS-Fli inh	DENV2 CPE	GSIS activator	F508del corr
COc1ccc(C(=O)Nc2ccc3c(c2)C(=O)N(C)C[C@@H](OC)[C@@H](C)CN(C(C)=O)[C@H](C)CO3)cc1	x	0.1	-2	-5	-2	2	2	-1.4
Cc1nc(C(=O)Nc2ccc(Cl)cc2)sc1C1(C)CC(c2ccccc2)=NO1 (stereo not drawn)	10	-0.7	-16	-5	2	-11	-2	2.4
CC1(C)CCC/C(=C\c2ccccc2)C1=O	-25	0.0	-4	2	-5	u	3	0.0
CCCNC(=O)N1CC(=O)N2[C@@H](CO)[C@@H](c3ccc(C#Cc4cccc(F)c4)cc3)[C@@H]2C1	-15	0.1	x	3	6	11	6	-0.2
Clc1ccc(OCc2nnc(-c3ccccc3Br)o2)c(Cl)c1	x	x	-2	6	-94	-5	1	0.1
COc1ccc(-c2ccc(-c3nc4c(c(=O)[nH]c(=O)n4Cc4ccccc4)n3C)o2)c([N+](=O)[O-])c1	5	0.5	24*	1	11	1	4	x
Cc1nc(NC2CCCCC2)c2nnn(Cc3ccccc3Cl)c2n1	-4	0.3	-3	u	8	-1	4	2.7
C/[N+]([O-])=C/c1c(OCc2ccc(Cl)cc2Cl)ccc2ccccc12	8	0.0	-1	3	-16	0	10	-1.3
Cn1c(CNC(=O)c2ccco2)nnc1SCC(=O)c1ccccc1	-14	0.3	-5	4	1	6	-5	3.0
C[C@@H]1CN([C@H](C)CO)C(=O)Cc2cc(NC(=O)Nc3ccccc3)ccc2O[C@@H]1CN(C)Cc1ccc2c(c1)OCO2	16	-1.0&0.2	1&2	1&5	-2&8	11&11	-29&-32	0.9&-1.3
Cc1cccc(NC(=O)CCC(=O)OCC(=O)c2ccc(Oc3ccc([N+](=O)[O-])cc3)cc2)c1	-2	0.0	-1	6	5	1	-5	1.7
Cn1nc(C(C)(C)C)cc1C(=O)N1CCCCC1c1cc(C(=O)NCc2ccc(F)cc2)no1 (stereo not drawn)	36	0.0	x	-7	8	-8	-47	3.7
CC(=O)c1ccc(N=Nc2c(C)[nH]n(-c3ccccc3)c2=O)cc1	-1	0.1	-1	3	-24	1	16	0.0
COc1ccccc1C#CC1=CC(=O)CC(C)(C)C1	21	0.0	x	5	8	19	1	-3.1
CC1(C(=O)O)CCCN1C(=O)c1cccc(OC(F)(F)F)c1 (stereo not drawn)	-18	0.0	x	2	6	11	5	0.8
Cc1c(Cl)cccc1NS(=O)(=O)c1c(C(=O)N2CCOCC2)c(C)n(C)c1C	-2	0.0	12	1	x	7	-13	-2.1
O=c1[nH]c(-c2ccccc2F)nc2c1sc(=S)n2Cc1ccccc1	8	0.0	x	2	13	-1	10	-1.2
Cc1cccc(NC(=O)COC(=O)Cc2cccc(C(F)(F)F)c2)c1C	9	0.5	x	2	-7	x	11	-0.7
CCCCCn1cc(CCC(=O)Nc2ccc(N(C)c3ccccn3)cc2)c2ccccc21	8	-0.1	x	3	7	0	x	-3.9
COc1cccc(CNC(=O)CN2C(=O)CCSc3ccc(S(=O)(=O)N4CCCC4)cc32)c1	-8	0.0	-10	-3	-1	9	14	0.0
